tim23-1 inh: inhibits growth of tim23-1 mutant yeast. S. cerevisiae tim23-1 growth, BacTiter-Glo luminescence, 24 h. inhibition, % at 20 µM. 330,000 compounds, 1.3% hits;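 active = growth inhibition of the mutant yeast at or above 50%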;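 note: temperature-sensitive mutant grown at 25 °C; plate controls were DMSO-treated mutant yeast for no effect and medium wells lacking yeast for full effect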
Mdm2-MdmX inh: inhibitors of human Mdm2/MdmX interaction; O15151+Q00987; inhibition, % at 8 µM; SaOS-2 split-luciferase Mdm2/MdmX complementation, luminescence; 330,000 compounds, 3% hits;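 active = inhibition of at least 50% at 8 µM in the primary screen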
UPR XBP1 act: adaptive UPR (XBP1) activation | CHO-XBP1 luciferase reporter, IRE1-XBP1 UPR activation, luminescence; percent of tunicamycin response, DMSO as zero | activation, % at 20 µM | 330,000 compounds, 0.33% hits;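 active = versus positive control, 20 µM dose yields 30% or more activation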;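 note: 100% = tunicamycin at 10 µg/mL and 0% = DMSO only wells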
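Assay system: CHO-XBP1 luciferase reporter cells; Schedule: 6 h treatment, 37 °C; Detection: glow luminescence from Steady-Glo reagent; Benchmarks: high control tunicamycin 10 µg/mL final, low control DMSO vehicle only.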
APJ agonist: agonists of human APJ apelin receptor. P35414. CHO-K1 APJ PathHunter beta-arrestin, luminescence; 0% DMSO wells, 100% apelin. activation, % at 20 µM. 330,000 compounds, 0.11% hits. AID 2520;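 active = activation more than six SD over the plate average, tested at 20 µM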;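 note: 0% = DMSO alone and 100% = apelin-13 at 10 nM; some results filed as inactive read as strong as hits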
Target sequence (P35414 whole entry, looked up): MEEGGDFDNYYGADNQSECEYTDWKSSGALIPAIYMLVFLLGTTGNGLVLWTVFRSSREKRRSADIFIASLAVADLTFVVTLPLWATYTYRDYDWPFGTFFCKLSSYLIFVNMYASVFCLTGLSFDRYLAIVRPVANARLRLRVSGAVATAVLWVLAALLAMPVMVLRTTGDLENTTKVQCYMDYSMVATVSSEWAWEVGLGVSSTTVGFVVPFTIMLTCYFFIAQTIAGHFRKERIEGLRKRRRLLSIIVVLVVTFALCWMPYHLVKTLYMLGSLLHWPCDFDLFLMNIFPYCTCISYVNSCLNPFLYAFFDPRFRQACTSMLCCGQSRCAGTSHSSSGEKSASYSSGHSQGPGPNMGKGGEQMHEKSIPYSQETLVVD
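Test system: CHO-K1 APJ beta-arrestin complementation cell line | Compound: Single test compound dose, 20 µM final, 1% DMSO | Incubation: Compound 90 min 25 °C, reagent 1 h | Measured by: beta-gal luminescence | Read-out basis: APJ–arrestin association signal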
CXCR6 inh: blocks human CXCR6 beta-arrestin recruitment; AID 602244; inhibition, % at 20 µM; 360,000 compounds, 0.36% hits; CHO-K1 PathHunter CXCR6 beta-arrestin, luminescence; in the data active = inhibition above about 34%, passing the limit was not always enough;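 note: antagonist mode with CXCL16 agonist at 10 nM final; 0% = 10 nM CXCL16 with DMSO and 100% = unstimulated wells without agonist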
Target sequence (O00574 whole entry, looked up): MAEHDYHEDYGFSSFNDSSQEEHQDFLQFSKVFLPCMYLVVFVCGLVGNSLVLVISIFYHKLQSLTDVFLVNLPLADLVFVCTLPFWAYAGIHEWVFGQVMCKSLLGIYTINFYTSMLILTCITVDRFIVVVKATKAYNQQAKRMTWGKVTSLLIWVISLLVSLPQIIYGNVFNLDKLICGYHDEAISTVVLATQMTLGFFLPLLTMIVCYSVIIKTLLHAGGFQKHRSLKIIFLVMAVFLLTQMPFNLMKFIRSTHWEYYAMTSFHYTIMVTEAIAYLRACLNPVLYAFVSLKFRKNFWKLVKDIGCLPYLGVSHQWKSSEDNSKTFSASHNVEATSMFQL
UPR CHOP act: activators of apoptotic arm of unfolded protein response (CHOP) | CHO-CHOP luciferase reporter, UPR activation, luminescence; percent of tunicamycin response over DMSO baseline | activation, % at 10 µM | 330,000 compounds, 0.34% hits;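 active = at 10 µM dose, activation of 40% or more, normalized to positive control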;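 note: 100% = tunicamycin at 10 µg/mL and 0% = DMSO alone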
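Material: CHO-CHOP cells, stable luciferase reporter of PERK-eIF2a-CHOP signalling; quantity: 500 reporter cells seeded per well; buffer or medium: F12 medium containing 10% fetal bovine serum; compound: one dose, 10 µM in 0.5% DMSO; incubation: 6 h compound treatment, 37 °C; measured by: Steady-Glo luciferase luminescence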
TIM10 inh: inhibits growth of TIM10 yeast strain; AID 463195; 330,000 compounds, 1.4% hits; inhibition, % at 10 µM; S. cerevisiae TIM10 strain growth, BacTiter-Glo luminescence, 24 h;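 active = inhibition of 40% or more at the single tested concentration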;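 note: wild-type TIM10 isogenic control strain grown at permissive 25 °C; 0% = DMSO yeast wells and 100% = minimal medium wells without yeast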
APJ antagonist: blocks the human apelin receptor APJ | 330,000 compounds, 0.32% hits | P35414 | AID 2521 | inhibition, % at 20 µM | CHO-K1 APJ beta-arrestin complementation, luminescence;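 active = inhibition above about 40% at 20 µM, limit read from the data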;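 note: cells challenged with 10 nM apelin-13 agonist together with compound; plate controls were apelin-13 plus DMSO wells for no effect and DMSO wells lacking apelin-13 for full effect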
tim10-1 inh: tim10-1 yeast growth inhibition; S. cerevisiae tim10-1 ts strain growth, BacTiter-Glo, 24 h; 330,000 compounds, 2.2% hits; inhibition, % at 20 µM;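 active = inhibition of at least 40%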;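 note: mutant grown at 25 °C; 0% = DMSO wells with yeast and 100% = wells holding no yeast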
The depositor's hits bear a star; nt = not tested or not shown. Not all compounds are listed; the hit share may differ from the screen's.

SMILES	tim23-1 inh	Mdm2-MdmX inh	UPR XBP1 act	APJ agonist	CXCR6 inh	UPR CHOP act	TIM10 inh	APJ antagonist	tim10-1 inh
O=C(NCc1ccc(F)cc1)C1CCCN(C(=O)Nc2ccc(F)cc2)C1 (stereo not drawn)	1	18	-4	-2	1	2.5	11	12	-10
Cc1ccccc1C(=O)NNC(=O)CCCCC(=O)NNC(=O)c1ccccc1C	10	16	-1	2	2	1.9	6	22	-5
O=C(NCCCN1CCCC1)c1ccc2c(c1)N(Cc1ccccc1F)C(=O)c1ccccc1S2=O (stereo not drawn)	-38	5	-3	-3	13	2.5	-13	21	-5
O=C(CCS(=O)(=O)Cc1ccccc1)NCCc1ccccc1	6	8	1	-1	0	2.7	4	10	10
O=C(CSc1ccc2nnc(-c3cccnc3)n2n1)NCc1ccc2c(c1)OCO2	10	-14	-1	2	1	-0.1	8	19	11
CC(=O)Nc1ccc(NC(=O)Cc2ccc(-c3ccccc3)cc2)cc1	14	14	-2	-1	-23	0.0	8	7	23
COc1ccc(CCNCC(=O)Nc2ccccc2C(F)(F)F)cc1	5	-16	-3	-4	5	5.5	-8	-14	1
Cc1cccc(COc2ccccc2C(=O)OCC(=O)N(C)c2c(N)n(Cc3ccccc3)c(=O)[nH]c2=O)c1	8	1	-3	-4	1	0.4	18	5	6
Cc1ccc(S(=O)(=O)NNC(=O)Nc2ccc([N+](=O)[O-])cc2)c(C)c1	13	30	-5	-24	12	0.7	6	20	2
COC(=O)/C(=C1\Oc2ccc(C(C)(C)C)cc2S1)C(F)(F)F	12	19	3	-1	-6	7.0	-14	12	-3
O=C(O)CNC(=O)/C(=C\c1cccc([N+](=O)[O-])c1)NC(=O)c1ccco1	-10	6	2	-2	-10	-0.3	-1	-13	-3
O=C(NC1CC1)c1nc(Cn2ccc([N+](=O)[O-])n2)no1	27	11	1	1	1	-0.5	10	0	19
O=C(Nc1ccc(Cl)c(Cl)c1)Nc1cc(C(=O)NC2CC2)ccc1Cl	4	41	2	1	nt	-0.2	-6	-8	8
O=C(C1CC(=O)N(c2ccc3c(c2)OCCO3)C1)N1CCN(c2ccccc2O)CC1 (stereo not drawn)	-7	31	-3	9	-4	-0.1	-4	-13	-8
COc1ccc(NC(=O)/C(N=Nc2cc(S(=O)(=O)Nc3ccc(OC)cc3)ccc2OC)=C(\C)O)cc1	-25	42	0	-5	4	8.9	-36	11	-51
CCOC(=O)NC(=O)c1cn(Nc2ncc(Cl)cc2C(F)(F)F)c(=O)[nH]c1=O	-6	-3	0	0	0	-1.6	13	16	-9
C=CCNC(=O)CC(=O)N/N=C/c1cccc(Br)c1	13	-2	-1	2	3	0.5	5	1	16
CC1CCCCN1C(=O)c1cc2nc(-c3ccccc3)cc(-c3ccccc3)n2n1 (stereo not drawn)	3	29	6	-2	14	8.2	38	-1	33
CS(=O)(=O)N(CCC#N)Cc1ccco1	5	4	3	-2	-1	1.3	-5	-4	-17
O=C(OCC(=O)N1c2ccccc2Sc2ccccc21)C1CC(=O)N(Cc2ccco2)C1 (stereo not drawn)	26	0	0	-5	-1	1.2	23	3	26
C/C=C(\C)C(=O)NCCN1C2=NC[C@H](C(C)C)N2C[C@@H]1Cc1ccc(OC)cc1	-2	6	-2	-1	0	0.2	-3	19	-4
Cc1ccc(-c2nc3ncccn3c2NC(=O)C2CC2)cc1	3	-5	2	-1	2	2.0	-12	11	-7
Cc1ccccc1N=C(NO)c1nonc1N	-7	-14	-4	-4	0	0.9	3	-16	5
O=C(NC1CCN(S(=O)(=O)c2cccc(Cl)c2)CC1)C1CCCCC1	4	-21	3	0	-6	-0.9	0	-17	-14
COc1ccccc1C(=O)NCc1ccccn1	4	-3	0	-3	-1	1.6	10	11	2

Quoted at random: three entries already listed
SMILES	tim23-1 inh	Mdm2-MdmX inh	UPR XBP1 act	APJ agonist	CXCR6 inh	UPR CHOP act	TIM10 inh	APJ antagonist	tim10-1 inh
O=C(OCC(=O)N1c2ccccc2Sc2ccccc21)C1CC(=O)N(Cc2ccco2)C1 (stereo not drawn)	26	0	0	-5	-1	1.2	23	3	26
O=C(O)CNC(=O)/C(=C\c1cccc([N+](=O)[O-])c1)NC(=O)c1ccco1	-10	6	2	-2	-10	-0.3	-1	-13	-3
Cc1ccc(-c2nc3ncccn3c2NC(=O)C2CC2)cc1	3	-5	2	-1	2	2.0	-12	11	-7

Continuation:
SMILES	tim23-1 inh	Mdm2-MdmX inh	UPR XBP1 act	APJ agonist	CXCR6 inh	UPR CHOP act	TIM10 inh	APJ antagonist	tim10-1 inh
O=C(NCc1ccccc1)C1(C(F)(F)F)CC(CCCO)CCCO1 (stereo not drawn)	20	6	0	8	-8	1.7	10	14	1
CCOC(=O)c1sc2ncnc(N3CCN(C)CC3)c2c1C	-4	24	2	-3	-6	-1.2	-4	-10	13
Cc1ccc(S(=O)(=O)N(C)C)cc1NC(=O)CN1C(=O)NC(Cc2ccccc2)C1=O (stereo not drawn)	5	15	-3	5	4	0.3	0	17	-10
Cc1cccc(N2CCN(C(=O)C3CC(=O)N(c4ccc5c(c4)OCCO5)C3)CC2C)c1 (stereo not drawn)	3	40	-2	1	0	-1.2	11	6	11
Cc1ccc(OCc2nc(C#N)c(NCc3ccc4c(c3)OCO4)o2)cc1	7	13	-1	-2	4	1.0	11	5	21
C=CCN(C(=O)c1cccc(C(F)(F)F)c1)C1(C(=O)Nc2ccccc2)CCN(C(C)C)CC1	8	20	-2	-5	8	-1.1	-6	18	14
CCOC(=O)Cc1csc(NC(=O)C2C3C=CC(C3)C2C(=O)O)n1 (stereo not drawn)	3	-14	0	0	-10	-2.9	-4	4	1
O=C(NC1CCCCC1)NC1CC2CCCC(C1)N2C1CCCC1 (stereo not drawn)	-6	-18	2	-2	12	0.9	-10	25	8
CS(=O)(=O)c1ccc(-c2nnn(CC(=O)Nc3ccc4c(c3)OCCO4)n2)cc1	-13	86*	-6	-5	-1	1.0	-17	10	-10
Cc1cc(=O)c2ccccc2[nH]1	16	18	1	-4	-6	1.7	3	2	1
Cc1cccc(-n2c(=O)c(C#N)cc3c(=O)n4ccccc4nc32)c1	-2	-4	0	-3	-6	-0.3	-5	5	13
COc1ccc(S(=O)(=O)N2CCN(C/C=C/c3ccccc3)CC2)cc1F	-13	4	0	-2	3	-0.3	-31	6	-21
COc1ccc(S(=O)(=O)/C(C#N)=C/Nc2ccccc2F)cc1	15	-12	-6	-2	4	-0.6	23	13	3
O=C(NCCCN1CCOCC1)c1cc(-c2ccc(F)cc2)no1	11	-23	-7	3	0	0.8	-3	13	-8
O=C(NC1CCN(Cc2ccc(Cl)cc2Cl)CC1)c1ccccc1	9	38	-3	-2	-2	-0.5	19	-14	-2
Clc1ccc(OCc2cc(-c3ccccc3)no2)cc1Cl	5	-27	-2	-2	-2	1.1	10	-7	-4
COCCN(C(=O)CSc1nnc(-c2cccc(C)c2)n1C)c1c(N)n(Cc2ccccc2)c(=O)[nH]c1=O	8	12	-2	-5	8	1.5	10	-10	4
COc1ccc(CCN2CC(C(=O)NCc3cccc4[nH]ccc34)CCC2=O)cc1 (stereo not drawn)	-15	23	-2	3	-7	6.3	2	-26	1
CC1(C)N=C(c2ccccc2)C(=O)N1	5	10	1	4	4	-0.8	12	13	2
Cn1c(=O)c2c(nc(NCCO)n2CCc2ccccc2)n(C)c1=O	-8	18	-6	-4	9	-2.5	-11	-13	-6
CN1CCN(c2ccncc2S(=O)(=O)N2CCCCC2)CC1	-15	2	-2	-5	-6	-0.7	4	5	-17
CCC(CC)C(=O)OCC(=O)Nc1cccc([N+](=O)[O-])c1	16	12	-3	-2	0	1.4	6	19	18
Cc1sc(N)c(C#N)c1C	14	1	-3	1	-11	0.5	14	-12	-3
COC(=O)c1cc(CN2C(=O)c3ccccc3C2=O)c(O)c([N+](=O)[O-])c1	21	-12	-3	-4	8	2.1	-2	-13	23
COc1ccc(OC)c(-n2c(C)cc(C=O)c2C)c1	10	16	-2	-3	1	-0.7	4	14	11

(further entries)
SMILES	tim23-1 inh	Mdm2-MdmX inh	UPR XBP1 act	APJ agonist	CXCR6 inh	UPR CHOP act	TIM10 inh	APJ antagonist	tim10-1 inh
CCC1=NN(C(=O)c2ccc(Cl)cc2)C(O)(c2ccccc2)C1 (stereo not drawn)	30	12	6	-3	33	1.2	7	41*	12
Cc1ccc(OCC(=O)NCCNC(=O)c2ccccn2)cc1	13	2	-1	-1	8	-1.2	-5	-21	6
COc1ccc(-c2nnc(OCc3ccccc3)c3ccccc23)cc1	20	11	0	-1	3	4.8	-2	-9	0
CCOC(=O)N1CCN(C(=O)CN(Cc2ccc(Cl)cc2)S(C)(=O)=O)CC1	13	16	-3	1	4	-0.6	-6	-11	8
CCOC(=O)C1CCCN(c2c(NCCCN(C)Cc3ccccc3)c(=O)c2=O)C1 (stereo not drawn)	1	-6	-3	-1	3	-1.0	1	1	8
O=C(NCc1ccc(F)cc1)C(Cc1ccccc1)n1cccc1 (stereo not drawn)	19	17	-1	-3	-8	-0.2	10	11	21
CCS(=O)(=O)N1CCc2cc(OC)c(OC)cc2C1	4	18	-1	5	-2	-2.0	-1	-20	14
CC(C)Cc1cc(C(=O)Nc2cc(Cl)ccc2Cl)no1	25	24	2	-2	-4	5.4	5	9	20
O=C(CN1CCOc2ccccc21)NC1CCN(Cc2ccccc2)CC1	3	13	0	-2	1	1.7	-33	17	-8
c1ccc(CN2CCN(c3nc4ccccc4n4cnnc34)CC2)cc1	19	23	2	-1	4	-2.8	-2	-17	12
COCCCNC(=O)NC(=O)c1ccccc1	2	-7	0	0	-8	-0.3	6	16	0
O=C(O)/C(=C\c1cccs1)c1ccccc1	13	6	-2	-1	-11	1.0	13	-27	8
CCOc1ccc2c(c1)sc1nc(C(=O)OC)cc(=O)n12	11	21	1	-1	-2	0.7	3	-19	23
O=C1c2ccc(-c3ccc(F)cc3OCc3ccccc3)cc2S(=O)(=O)c2cccc(C(=O)N3CCN(c4ncc(Br)cn4)CC3)c21	-2	19	-4	-1	2	1.1	-4	-1	5
COc1cccc(CC(NC(C)=O)C(=O)NC2CCN(c3c4c(nc5ncnn35)CCC4)CC2)c1OC (stereo not drawn)	6	13	-5	0	nt	-2.1	9	16	6
COc1cc(OC)cc(C(=O)Nc2ccc([N+](=O)[O-])cn2)c1	-8	30	1	3	-5	1.9	-8	2	6
O=C(NCc1ccccn1)c1cc2ccccc2oc1=O	14	-43	-1	0	1	3.4	-14	5	-1
O=C(Nc1cccc2c1CCCC2)c1cc([N+](=O)[O-])cc([N+](=O)[O-])c1	9	24	-4	14	-19	2.1	0	-58	16
NS(=O)(=O)c1ccc(CCNC(=O)CCc2nc3ccccc3s2)cc1	5	4	-3	-1	3	1.8	4	14	-19
Cc1ccc2c(cnn2C(=O)CCCC(=O)NCc2cccc(F)c2)c1	-6	6	0	-3	2	0.7	-3	17	-9
COC(=O)CCc1nc2ccccc2[nH]c1=O	-5	-15	-1	-1	-9	-0.2	-1	7	6
Cc1ccc(C)c(S(=O)(=O)N2CCCOC2CNC(=O)C(=O)NCCc2ccccc2)c1 (stereo not drawn)	7	7	-4	5	-8	0.3	3	2	7
